AHR act = AHR activators, primary screen, cell-based, luminescence, luciferase reporter, human; AID 2796, 2010; actives 2.5% (n = 320,000); AHR-responsive luciferase reporter cells; activation, % at 5 µM; Aryl hydrocarbon receptor (Homo sapiens), P35869; in the data active = activation above about 47%;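 also: 0% = vehicle wells and 100% = reference agonist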
Target sequence (P35869 whole entry, looked up): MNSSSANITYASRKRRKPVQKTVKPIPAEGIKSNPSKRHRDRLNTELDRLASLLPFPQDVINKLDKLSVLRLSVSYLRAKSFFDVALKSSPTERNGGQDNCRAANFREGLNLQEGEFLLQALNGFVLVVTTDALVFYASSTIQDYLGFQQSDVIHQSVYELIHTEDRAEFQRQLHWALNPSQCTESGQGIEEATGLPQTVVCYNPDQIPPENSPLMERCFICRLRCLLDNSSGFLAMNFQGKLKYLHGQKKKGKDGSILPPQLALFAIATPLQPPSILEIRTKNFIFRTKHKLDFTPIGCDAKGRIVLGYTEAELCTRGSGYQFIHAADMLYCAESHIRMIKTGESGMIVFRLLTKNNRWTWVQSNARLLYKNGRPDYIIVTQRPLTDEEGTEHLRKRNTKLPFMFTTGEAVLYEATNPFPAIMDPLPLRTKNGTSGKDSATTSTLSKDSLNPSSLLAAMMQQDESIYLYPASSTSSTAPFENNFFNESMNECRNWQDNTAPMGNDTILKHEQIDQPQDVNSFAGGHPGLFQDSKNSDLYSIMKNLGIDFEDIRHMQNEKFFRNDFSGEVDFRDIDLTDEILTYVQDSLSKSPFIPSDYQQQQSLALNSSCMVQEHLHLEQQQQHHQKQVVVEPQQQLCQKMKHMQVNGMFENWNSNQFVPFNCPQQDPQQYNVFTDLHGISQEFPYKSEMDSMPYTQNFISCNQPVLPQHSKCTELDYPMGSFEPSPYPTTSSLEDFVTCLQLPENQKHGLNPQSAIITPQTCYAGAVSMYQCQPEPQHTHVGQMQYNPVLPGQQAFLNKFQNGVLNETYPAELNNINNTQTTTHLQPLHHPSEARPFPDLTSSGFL
HCV core dimer = inhibitors of HCV core protein dimerization, primary screen, biochemical, TR-FRET, high-throughput | AID 1899, 2009 | actives 0.33% (n = 300,000) | TR-FRET GST/Flag-core106 dimerization, 1536-well | inhibition, % at 5 µM;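 active = inhibition above the mean of all tested compounds plus 3 SD, set per screening campaign, cut at about 45% in these data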
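Material: Tagged HCV core106 pair (GST and Flag) | Amount: GST-core106 13.5 nM, Flag-core106 17 nM | Medium: KF-containing HEPES buffer, pH 7.45, DTT, CHAPS, BSA | Reagent: Eu donor and XL665 acceptor anti-tag antibodies | Schedule: 4 h at 22.5 °C | Technique: Time-resolved FRET, ex 340 nm, em 617 and 671 nm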
proCasp7 act = procaspase-7 activators, primary screen, counter-screen for procaspase-3 activator project, biochemical, absorbance, HTS, human; Caspase-7 (Homo sapiens), P55210; recombinant procaspase-7, Ac-DEVD-pNA absorbance 405 nm; D23A/D198A/D206A triple mutant, cannot self-cleave; scale: DMSO 0, 5 µM enzyme 100; activation, % at 8.5 µM; actives 0.093% (n = 330,000);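 active = percent activation above the screen-wide mean plus 3 SD, cut at about 25% in these data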
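Test system: Procaspase-7 triple mutant (PC-7 D3A). Also added: Ac-DEVD-pNA substrate, 400 µM as added. Schedule: 1 h enzyme–compound preincubation and 2 h substrate reaction, both 25 °C. Signal: p-Nitroaniline absorbance at 405 nm, read at 0 and 120 min. Control set: low DMSO alone, high DMSO plus 5 µM PC-7.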
TPT1 inhibitor = Candida albicans TPT1 enzyme inhibitors, primary screen, biochemical, fluorescence polarization. inhibition, % at 5 µM. tRNA 2'-phosphotransferase TPT1 (Candida albicans SC5314). actives 0.81% (n = 300,000). AID 1962, 2009. recombinant caTPT1, FP RNA substrate dephosphorylation;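 active = inhibition above the mean of all tested compounds plus 3 SD, set per screening campaign, cut at about 24% in these data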;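 also: plate controls were DMSO alone for no effect and ferristatin control at 100 nM for full effect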
PAFAH2 inh = PAFAH2 enzyme inhibitors, primary screen, biochemical, fluorescence polarization, human. inhibition, % at 3.39 µM. AID 492956, 2010. actives 0.99% (n = 340,000). recombinant PAFAH2, FP-rhodamine activity probe. Platelet-activating factor acetylhydrolase 2, cytoplasmic (Homo sapiens), Q99487;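 active = inhibition above the mean over all tested compounds plus 3 SD, cut at about 30% in these data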;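 also: inhibitors block probe labeling of enzyme so polarization drops; 0% = enzyme with DMSO and 100% = wells lacking PAFAH2 protein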
PP1 inh = PP1-alpha phosphatase inhibitors, primary screen, counter-screen for PP5 inhibitor project, biochemical, fluorescence, OMFP substrate, single point; AID 2235, 2010; actives 0.9% (n = 320,000); inhibition, % at 6.7 µM; purified PP1alpha;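 active = inhibition above the mean inhibition of all tested compounds plus 3 SD, computed separately for each screening campaign, cut at about 15% in these data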
PP5 primary = PP5 phosphatase inhibitors, primary screen, biochemical, fluorescence; inhibition, % at 6.7 µM; Serine/threonine-protein phosphatase 5 (Homo sapiens), P53041; actives 0.18% (n = 320,000); purified PP5c, OMFP substrate fluorescence;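 active = inhibition above the campaign's mean inhibition across all tested compounds plus 3 SD, cut at about 9.5% in these data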;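 also: 0% = DMSO only and 100% = 100 µM cantharidin control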
CTSL1 counter = Fasciola hepatica cathepsin L1 inhibitors, primary screen, counter-screen for PFM18AAP inhibitor project, biochemical, QFRET, fluorogenic peptide substrate. recombinant F. hepatica cathepsin L1, Z-Leu-Arg-MCA fluorescence. inhibition, % at 5.96 µM. actives 0.49% (n = 300,000);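 active = inhibition above the mean of all tested compounds plus 3 SD, set per screening campaign, cut at about 17% in these data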;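 also: 0% = plate median of test compound wells and 100% = 1 µM Z-Phe-Ala-diazomethylketone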
proCasp3 act = activators of human procaspase-3 D3A mutant, primary screen, biochemical, absorbance, PC-3 D3A mutant, single concentration. recombinant procaspase-3 D3A, Ac-DEVD-pNA absorbance 405 nm. actives 0.11% (n = 330,000). Caspase-3 (Homo sapiens), P42574. activation, % at 8.5 µM. AID 463141, 2010;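 active = activation above the mean of all tested compounds plus 3 SD, cut at about 21% in these data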;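 also: 0% = DMSO alone and 100% = DMSO wells spiked with extra 5 µM PC-3 D3A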
Target sequence (P42574 whole entry D9A/D28A/D175A): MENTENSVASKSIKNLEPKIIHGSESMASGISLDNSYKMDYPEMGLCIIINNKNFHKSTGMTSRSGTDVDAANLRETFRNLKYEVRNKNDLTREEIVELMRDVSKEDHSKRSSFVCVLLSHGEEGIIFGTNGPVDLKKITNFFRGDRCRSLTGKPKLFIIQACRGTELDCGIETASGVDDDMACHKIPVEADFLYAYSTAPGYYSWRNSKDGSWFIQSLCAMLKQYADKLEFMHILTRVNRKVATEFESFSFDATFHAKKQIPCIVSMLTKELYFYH
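material = Procaspase-3 D3A mutant | probe or stimulus = Ac-DEVD-pNA | compound = single dose, 8.5 µM nominal compound, 0.8% DMSO | timing = 1 h preincubation, 2 h reaction | measured by = 405 nm absorbance of p-nitroaniline, reads at 0 and 120 min | benchmarks = DMSO-only low control, 5 µM PC-3 D3A high control | repeats = singlicate, each compound tested once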
The depositor's hits bear a star; nt = no result given. Hits appear at their usual frequency; any-hit rate near 5.6%.

The first two entries, ahead of the listing:
Below each compound: AHR act	HCV core dimer	proCasp7 act	TPT1 inhibitor	PAFAH2 inh	PP1 inh	PP5 primary	CTSL1 counter	proCasp3 act
- COc1ccc(C(C)=O)c(OC(=O)c2ccco2)c1
    1	-4	-12	-1	-1	-5	2.5	-4	2
- CC(=O)c1cccc(NC(=O)C2CCCN(S(=O)(=O)c3ccccc3)C2)c1 (stereo not drawn)
    2	2	-3	3	0	-2	-2.8	-1	0

The listing, repeating the preview:
Below each compound: AHR act	HCV core dimer	proCasp7 act	TPT1 inhibitor	PAFAH2 inh	PP1 inh	PP5 primary	CTSL1 counter	proCasp3 act
- COc1ccc(C(C)=O)c(OC(=O)c2ccco2)c1
    1	-4	-12	-1	-1	-5	2.5	-4	2
- CC(=O)c1cccc(NC(=O)C2CCCN(S(=O)(=O)c3ccccc3)C2)c1 (stereo not drawn)
    2	2	-3	3	0	-2	-2.8	-1	0
- O=C1c2cccc3cccc(c23)C(=O)N1CCCN1CCN(c2ccc(F)cc2)CC1
    -5	4	-8	-1	-1	12	-2.1	3	-3
- CCCCOP(=O)(c1ccc(N(C)C)cc1)C(O)c1ccc(N(C)C)cc1 (stereo not drawn)
    2	-19	-5	-4	1	5	3.6	14	3
- Cc1ccc(OCC(=O)NNC(=O)c2cc(C)[nH]n2)cc1
    -1	-7	-4	-2	1	-1	1.5	-10	1
- COC(=O)c1sc(NC(=S)NC(=O)c2ccccc2C)nc1C
    2	30	2	1	0	-3	-2.9	-2	1
- COc1cccc(CC(=O)Nc2ccc(S(=O)(=O)N3CCCCC3)cc2)c1
    0	nt	-5	nt	4	nt	nt	nt	1
- Cc1ccccc1N(CC(=O)NC(C)(C)C)C(=O)CS(=O)CC(=O)Nc1ccc2c(c1)OCO2 (stereo not drawn)
    -2	1	9	-1	7	-4	1.8	-1	4
- O=S1(=O)c2cccc3cccc(c23)N1Cc1nnc(-c2ccccc2Br)o1
    -3	32	5	2	3	10	2.2	5	8
- CC(C)Cn1cnc2sc3c(c2c1=N)CCCC3
    6	-3	19	-1	8	-1	7.2	2	5
- COc1cccc(NC(=O)NCCN2CCCCC2)c1
    2	-2	-2	0	-1	0	0.5	4	2
- COc1cccc(SCc2noc(C(=O)NCC3CC3)c2C(=O)NCC2CC2)c1
    7	-7	0	0	-3	-1	2.5	0	-6
- CCOC(=O)N1CCC(NS(=O)(=O)c2cc(Br)cnc2N)CC1
    1	-1	6	-5	2	2	-0.9	4	-2
- N#Cc1cccnc1Nc1cccc(Cl)c1
    77*	-3	3	4	-4	-1	4.0	0	-5
- C=CC[C@]12C[C@@H](OC)C(=O)C=C1O[C@@H](c1ccc(OC)c(OC)c1)[C@H]2C
    1	-1	-4	-6	2	-2	-0.4	-4	8
- COCCCN1C(=O)N(c2ccccc2)C(=O)C1CC(=O)Nc1ccc(F)cc1 (stereo not drawn)
    0	1	10	-3	-13	-5	-3.8	7	-2
- CCOC(=O)C1CSC(CC(=O)Nc2ccc(Cl)cc2)C(=O)N1 (stereo not drawn)
    3	-1	-9	2	9	-6	2.4	-3	4
- O=C(c1ccc2ccccc2c1)N1CCOCC1
    -4	0	-3	0	-1	1	-0.9	2	-2
- COc1ccc(/C=C2/C(=O)N(c3ccccc3)N=C2C)cc1Br
    3	2	-3	1	6	-1	-0.4	0	-2
- N#CCC(=O)N/N=C/c1cn(Cc2ccc(Cl)cc2Cl)c2ccccc12
    23	6	2	5	-4	8	-0.9	0	1
- CSc1ncccc1C(=O)Nc1ccccc1N1CCOCC1
    0	nt	10	nt	3	nt	nt	nt	1
- O=C(NCC(=O)N1CCN(c2ccccc2O)CC1)c1ccc(Br)o1
    8	11	0	-1	9	-3	-0.3	-1	-4
- Cc1scc(C(=O)O)c1-c1c(C(=O)O)csc1C
    6	-5	3	2	0	2	0.6	-2	-1
- COc1ccccc1CN1CCc2c([nH]c3ccccc23)C1
    99*	-8	-1	-4	2	-1	2.9	1	3
- COc1ccc(S(=O)(=O)N2CCCCCC2)cc1C(=O)NCc1cccs1
    -1	nt	7	nt	7	-1	4.0	nt	0
- CC(C)C(NC(=O)OCc1ccccc1)C(=O)NCc1ccc(C(=O)O)cc1 (stereo not drawn)
    -1	-8	4	-1	-1	-7	-8.0	2	-1
- O=C(CSc1nc(-c2ccccc2)cs1)NC(=O)NCc1ccco1
    2	1	0	4	-5	0	6.2	0	-5
- CC(C)C(=O)NCCSc1c[nH]c2ccccc12
    11	-7	-7	-2	-3	-1	4.3	-3	0
- Cc1c(Cl)c(=O)oc2cc(OC(C)C)ccc12
    14	0	0	2	11	0	0.6	0	-8
- CCc1ccc(/C=C/C(=O)C2C(=O)c3ccccc3C2=O)cc1
    -1	7	-62	0	11	1	0.4	6	-17
- COc1ccc(CNC(=O)CN(Cc2ccccc2)C(=O)CCC(=O)Nc2nccs2)cc1
    0	0	2	3	2	3	3.7	-3	3
- CC(C)CC(=O)Nc1ccc(C(=O)Cn2c(=O)oc3ccccc32)cc1
    6	27	-6	0	-1	-3	1.9	0	7
- Fc1ccccc1C1CCN(Cc2nc(CC3CC3)no2)C1 (stereo not drawn)
    2	-3	8	2	8	2	0.9	-4	5
- CCCCOc1ccc(NC(=O)c2cnc(C)cn2)cc1
    8	-3	0	-7	0	0	-0.3	0	4
- CC1(C)C2CCC1(C)C(Nc1ccccc1)C2 (stereo not drawn)
    2	-4	5	0	-5	0	-2.1	1	1
- O=C(O)c1cc(-c2ccc(Cl)cc2)n[nH]1
    -1	-5	18	-7	-1	-2	-2.2	-1	-7
- COC(=O)c1ccc(S(=O)(=O)N2C3CCC2CC(NC(=O)NC2CCCCC2)C3)cc1 (stereo not drawn)
    0	-2	0	1	5	-5	-1.8	-1	-1
- CCc1ccc(S(=O)(=O)NCc2csc(-c3ccccc3)n2)s1
    2	2	1	4	2	2	4.1	0	-4
- COC(=O)CNC(=O)COC(=O)c1ccc(OC)c([N+](=O)[O-])c1
    0	-4	7	0	-6	1	3.9	-7	-9
- COc1ccc(CCNC(=O)C(=O)NCc2ccccn2)cc1
    -1	0	-3	-2	-1	-3	-0.6	0	-6
- O=C(CSCC(=O)OCC(=O)c1ccc(Br)cc1)Nc1cccc2ccccc12
    19	6	2	0	-5	1	-2.5	-25	-6
- Cc1cc(C)nc(SCCCNCc2ccccc2)n1
    0	-6	5	-5	2	0	-1.9	-5	9
- COc1ccc2cc(C#N)c(N3CCN(C(=O)c4ccccc4C)CC3)nc2c1
    -8	26	-2	-3	3	2	1.5	2	4
- CCOC(=O)C(CC)(CC)C(=O)/C=C/c1cccc(Br)c1
    1	5	0	1	-3	1	4.3	0	3
- COc1ccc(O)c(C(=O)c2cc(C#N)c(=O)n(-c3c(C)n(C)n(-c4ccccc4)c3=O)c2)c1
    0	-9	-3	21	5	-7	2.6	0	-3
- O=C(N/C=C/c1ccc(Cl)cc1)NCc1ccc(Cl)cc1
    -1	11	6	-7	-6	1	-0.9	-1	4
- NCCSC1CC(=O)N(c2ccc(F)cc2)C1=O (stereo not drawn)
    1	-4	5	2	-10	-4	0.3	4	-13
- CCC(=O)N1CCN(c2ccc(Cl)cc2NC(=S)NC(=O)c2ccco2)CC1
    0	11	3	0	-1	1	-2.1	1	2
- CC1C(=O)N2CCCc3cc(S(=O)(=O)N4CCC(C(N)=O)CC4)cc1c32 (stereo not drawn)
    0	3	7	1	3	6	-1.2	-5	-1
- CC(C)COC(=O)Nc1ccccc1C(=O)N1CCOCC1
    -2	-1	10	9	0	0	-0.7	-3	6
- C/C(CC(=O)Nc1cc(C)ccn1)=N\NC(=O)c1ccc(C)cc1
    11	8	-10	-1	6	2	2.4	-1	11
- CCOCCCNC(=O)C1CCN(S(=O)(=O)N2CCCCC2)CC1
    0	3	-4	-2	2	-3	-0.1	-3	0
- COc1cc2c(cc1OC)CN(C(=O)CSc1nnc3scc(-c4ccccc4)n13)CC2
    5	-5	6	-4	-3	-3	1.4	-6	2
- Cc1nnc(NC(=O)CCn2c(=O)oc3ccccc32)s1
    5	-20	-9	1	-1	-8	-5.8	6	5
- O=C(c1ccc(Cn2cc(Br)cn2)o1)n1cccn1
    1	4	0	-5	-4	-2	0.3	-47	2
- CCCCCCCc1n[nH]c(=S)n1Cc1ccccc1
    -1	3	-15	0	9	-1	1.0	1	-14
- Cc1c(S(=O)(=O)N2CCN(C(c3ccccc3)c3ccccc3)CC2)c(=O)n(C)c(=O)n1C
    3	1	5	3	2	2	5.2	-1	-1
- CCC(C)NS(=O)(=O)c1ccc(S(=O)(=O)N(CCc2ccc(OC)c(OC)c2)Cc2cccs2)cc1 (stereo not drawn)
    1	8	3	1	-12	2	2.9	-2	-4
- CS(=O)(=O)N1CCN(c2ccc([N+](=O)[O-])c(NCCN3CCOCC3)c2)CC1
    1	-12	-18	-2	-4	1	3.2	4	-15
- CCn1c(SCC(=O)NC2=NCCS2)nnc1C(C)NC(=O)c1ccccc1F (stereo not drawn)
    -1	-3	13	-2	0	-2	1.1	-7	2

Additional structures:
Below each compound: AHR act	HCV core dimer	proCasp7 act	TPT1 inhibitor	PAFAH2 inh	PP1 inh	PP5 primary	CTSL1 counter	proCasp3 act
- Nc1cccc(C(=O)Nc2cccc3ncccc23)c1
    15	-6	2	1	6	-3	3.4	-2	-1
- CCN(CC)S(=O)(=O)c1ccc(NS(=O)(=O)c2ccc(F)cc2)cc1
    3	-5	4	0	2	0	1.6	-1	3
- O=C(/C=C/c1ccc(Cl)cc1Cl)Nc1cccc(S(=O)(=O)NC2=NCCC2)c1
    -4	4	1	-1	-34	1	2.1	-1	-8
- CCN(CC(=O)Nc1ccc(OC)cc1)C(=O)c1ccc(NS(=O)(=O)c2ccc(C(C)=O)cc2)cc1
    3	-1	-3	-1	1	-5	1.0	7	-14
- CC(C)(C)[C@H]1COC(=O)[C@@H](Cc2ccc(F)cc2)C/C=C\C[C@@H](CC(=O)N[C@@H](CO)Cc2ccccc2)C(=O)N1
    0	nt	5	nt	0	nt	nt	nt	8
- CC(C)c1cc(C(N)=O)c(NC(=O)c2cccc(COc3ccc(Cl)cc3)c2)s1
    -3	9	-1	-5	-24	1	4.7	-3	6
- CCn1c(Cc2c(C)[nH]c3ccccc23)n[nH]c1=S
    2	-5	-7	0	-9	-6	1.0	1	-10

Screening results: PubChem BioAssay, The Scripps Research Institute Molecular Screening Center
